Assay outcomes deposited in PubChem BioAssay by The Scripps Research Institute Molecular Screening Center.
M5 antag: human M5 muscarinic receptor antagonists, primary screen, CHO cells, Fluo-8 calcium fluorescence; CHO-hM5 cells, ACh EC80; inhibition, % at 3 µM; actives 0.59% (n = 360,000); Muscarinic acetylcholine receptor M5 (Homo sapiens), P08912; AID 624040, 2012;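 active means inhibition above a per-plate cutoff, the mean of that plate's test compounds plus 3 SD, cut at about 27% in these data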;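 further: 0% = acetylcholine EC80 with DMSO and 100% = DMSO without agonist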
TAAR1 agonist: human TAAR1 agonists, primary screen, Fluo-8 calcium fluorescence, CHO RD-HGA16 cells; Trace amine-associated receptor 1 (Homo sapiens), Q96RJ0; AID 624467, 2012; vehicle wells 0%, saturating PEA agonist 100%; actives 0.99% (n = 360,000); activation, % at 3 µM;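 active means activation above the mean activation of all test compounds in the run plus 3 SD, cut at about 38% in these data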
Target sequence (Q96RJ0 whole entry, looked up): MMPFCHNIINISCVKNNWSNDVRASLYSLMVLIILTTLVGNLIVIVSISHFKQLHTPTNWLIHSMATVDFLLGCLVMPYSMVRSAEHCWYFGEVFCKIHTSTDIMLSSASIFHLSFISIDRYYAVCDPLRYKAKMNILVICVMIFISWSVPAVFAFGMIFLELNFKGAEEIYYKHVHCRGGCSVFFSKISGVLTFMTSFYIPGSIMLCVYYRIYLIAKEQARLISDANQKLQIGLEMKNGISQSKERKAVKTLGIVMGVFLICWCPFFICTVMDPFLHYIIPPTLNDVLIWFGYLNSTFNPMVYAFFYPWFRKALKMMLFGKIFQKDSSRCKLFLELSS
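System: CHO-derived RD-HGA16 cells with stable Gα16 and human TAAR1 / Times: 17-24 h plating, Fluo-8 75 min 37 °C, 30 min RT / Technique: calcium-sensitive Fluo-8 signal, excitation 470-495, emission 515-575 nm / Measure: % activation relative to PEA EC100 response / Benchmarks: DMSO and PEA EC100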
CHRM5 agonist: human M5 muscarinic receptor agonists, primary screen, CHO-K1 cells, Fluo-8 calcium fluorescence; Muscarinic acetylcholine receptor M5 (Homo sapiens), P08912; CHO-K1 hM5 cells; 0% DMSO wells, 100% maximal acetylcholine response; activation, % at 3 µM; actives 0.19% (n = 360,000); AID 624037, 2012;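 active means activation above the run's mean over test compounds plus 3 SD, cut at about 23% in these data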;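 further: signal is peak over basal fluorescence ratio across the kinetic read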
M1 PAM: human M1 muscarinic receptor positive allosteric modulators, primary screen, CHO-K1 cells, Fluo-8 calcium fluorescence, 1536-well | Muscarinic acetylcholine receptor M1 (Homo sapiens), P11229 | CHO-K1 hM1, ACh EC20; 0% = ACh EC20, 100% = maximal ACh | activation, % at 3 µM | actives 0.088% (n = 360,000) | AID 588819, 2011; in the data active means activation above about 19%, passing the limit was not always enough
Target sequence (P11229 whole entry, looked up): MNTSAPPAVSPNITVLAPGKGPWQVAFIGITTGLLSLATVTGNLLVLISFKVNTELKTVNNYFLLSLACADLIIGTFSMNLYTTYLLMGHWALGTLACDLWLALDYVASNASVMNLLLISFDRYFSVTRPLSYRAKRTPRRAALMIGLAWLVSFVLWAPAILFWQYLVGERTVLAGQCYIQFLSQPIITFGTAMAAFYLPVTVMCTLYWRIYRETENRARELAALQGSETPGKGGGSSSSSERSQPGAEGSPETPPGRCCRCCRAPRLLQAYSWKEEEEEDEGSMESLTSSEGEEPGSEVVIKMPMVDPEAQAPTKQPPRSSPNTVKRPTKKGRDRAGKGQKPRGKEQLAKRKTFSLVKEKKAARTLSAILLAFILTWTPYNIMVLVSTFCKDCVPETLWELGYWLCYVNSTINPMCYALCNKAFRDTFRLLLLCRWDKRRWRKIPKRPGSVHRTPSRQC
CHRM5 PAM: human M5 muscarinic receptor positive allosteric modulators, primary screen, CHO-K1 cells, Fluo-8 calcium fluorescence; activation, % at 3 µM; CHO-K1 hM5, ACh EC20 PAM; 0% = ACh EC20, 100% = ACh EC100; actives 0.3% (n = 360,000); Muscarinic acetylcholine receptor M5 (Homo sapiens), P08912; AID 624038, 2012;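 active means activation above the run cutoff, the mean activation of all test compounds plus 3 SD, cut at about 18% in these data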
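Measured by: Fluo-8 calcium fluorescence; material: human M5 receptor in CHO-K1 cells; schedule: Post-acetylcholine fluorescence recording 140 s; benchmarks: low control EC20 acetylcholine (0%), high control EC100 acetylcholine (100%); read-out: Max/basal fluorescence ratio as % of EC20–EC100 ACh window; compound: single dose, 3 µM nominal final test concentration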
M1 antag: human M1 muscarinic receptor antagonists, primary screen, CHO-K1 cells, Fluo-8 calcium fluorescence, 1536-well; CHO-K1 hM1, ACh EC80 antagonist; AID 588852, 2011; actives 1.3% (n = 360,000); inhibition, % at 3 µM;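 active means percent inhibition above its own plate's cutoff, namely the mean of that plate's compound wells plus 3 SD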;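 further: peak over basal fluorescence ratio during 140 s after agonist addition; 0% = ACh EC80 plus DMSO and 100% = DMSO alone without agonist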
CHRM4 agonist: human M4 muscarinic receptor agonists, primary screen, CHO-K1 cells, Fluo-8 calcium fluorescence; Muscarinic acetylcholine receptor M4 (Homo sapiens), P08173; CHO-K1 hM4/Gqi5; vehicle 0%, full acetylcholine response 100%; activation, % at 3 µM; actives 0.14% (n = 360,000); AID 624127, 2012;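 active means activation above the run mean over all test wells plus 3 SD, cut at about 32% in these data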;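 further: peak over basal fluorescence ratio per well then scaled between controls; 0% = DMSO wells and 100% = acetylcholine at EC100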
CHRM4 antagonist: human M4 muscarinic receptor antagonists, primary screen, CHO cells, Fluo-8 calcium fluorescence; Muscarinic acetylcholine receptor M4 (Homo sapiens), P08173; CHO-hM4 cells, ACh EC80; inhibition, % at 3 µM; actives 0.73% (n = 360,000); AID 624125, 2012;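 active means inhibition above its plate's cutoff, the mean inhibition of sample wells plus 3 SD, cut at about 27% in these data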;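 further: 0% = acetylcholine EC80 with DMSO and 100% = DMSO without agonist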
CHRM1 agonist: human M1 muscarinic receptor agonists, primary screen, Fluo-8 calcium fluorescence, CHO-K1 cells, HTS; Muscarinic acetylcholine receptor M1 (Homo sapiens), P11229; CHO-K1 hM1, agonist mode; 0% DMSO, 100% acetylcholine EC100; activation, % at 3 µM; actives 0.33% (n = 360,000); AID 588814, 2011;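 active means activation above the run's mean compound activation plus 3 SD, cut at about 16% in these data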;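 further: peak over basal fluorescence ratio within a 140 s kinetic read after compound addition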
Active calls of the source: *; / = no result given. Only part of the results is shown; the hit share may differ from the screen's.

SMILES | M5 antag | TAAR1 agonist | CHRM5 agonist | M1 PAM | CHRM5 PAM | M1 antag | CHRM4 agonist | CHRM4 antagonist | CHRM1 agonist
Cc1ccc(-c2csc(=S)[nH]2)cc1 | 7 | 2 | -1 | 5 | 3 | 0 | 0 | 2 | -3
C=CCNc1nc(N)c([N+](=O)[O-])c(Nc2ccccc2OC)n1 | -2 | 13 | 1 | 14 | 5 | -16 | 1 | -5 | 3
COc1ccc(OCc2cc(C(=O)NC(C)Cc3cccnc3)no2)c(Cl)c1 (stereo unspecified) | 19 | 4 | 1 | -7 | -8 | 9 | 10 | -1 | -1
Cc1ccc(O)c(CNCCNCc2cc(C)ccc2O)c1 | 9 | 21 | -3 | 22 | 3 | -5 | 10 | 4 | 1
CCOC(=O)CSc1nnc(-c2ccco2)n1C | 5 | 11 | -1 | 4 | -4 | -13 | 2 | 17 | -4
COc1ccccc1C(=O)COC(=O)C(NC(=O)Cc1ccccc1)C(C)C (stereo unspecified) | -2 | 1 | -1 | 7 | -3 | -10 | 0 | 4 | -5
O=C1SC(SCc2ccccc2)=N/C1=C\c1ccco1 | 1 | -1 | -4 | 3 | 2 | -4 | 0 | -27 | -6
O=C(CSc1nnc(COc2ccc(F)cc2)o1)N1c2ccccc2CCc2ccccc21 | -6 | 5 | -5 | 3 | -11 | 2 | -2 | -14 | -7
Nc1ccccc1O | 1 | / | 0 | 4 | -2 | -7 | 1 | -19 | 0
COc1cc2c3nnc(-c4ccc(F)cc4)c-3cn(Cc3cccc(C)c3)c2cc1OC | -1 | 0 | 21 | 4 | 0 | 1 | 0 | 0 | -9
O=C1c2ccccc2C(=O)N1CCn1nc(Cl)nc1Cl | 1 | 4 | 0 | 11 | -1 | -35 | 1 | 0 | -1
C/C(=N\NC(=O)c1ccccc1)c1ccc(N2CCOCC2)cc1 | 2 | -1 | -6 | 5 | -9 | -2 | 1 | 9 | -3
CC(=O)NC(CC(=O)Nc1cccc(S(=O)(=O)N2CCCC2)c1)c1ccccc1 (stereo unspecified) | 19 | 1 | -4 | 5 | -4 | 3 | 1 | 4 | -5
CCCCn1c(SCC(=O)c2ccc(OC)cc2OC)nc2cc(S(N)(=O)=O)ccc21 | 11 | 7 | -2 | 2 | -3 | 4 | 5 | -3 | -3
COCCN1C(=O)N[C@@H](c2cccc(C(F)(F)F)c2)[C@H](C(=O)OC)[C@H]1C | 10 | 8 | 2 | 7 | 4 | -1 | 6 | 2 | -4
O=C(Cc1ccc(Cl)cc1)N/N=C1\CCCc2ccccc21 | 2 | 6 | 0 | -4 | 2 | 4 | 0 | 3 | -4
COc1ccc(N2CSC3=C(C#N)C(c4cccs4)CC(=O)N3C2)cc1 (stereo unspecified) | 0 | 13 | 2 | 3 | 0 | 2 | 1 | -5 | -2
CC1(C)CC(NCc2ccncc2)CC(C)(C)N1 | 10 | 7 | 0 | 9 | -1 | -11 | 0 | -4 | -1
COc1ccc(-n2cnnc2SCC(=O)Nc2ccccc2F)cc1 | 5 | 3 | -2 | 10 | 3 | -14 | 2 | -1 | -1
CCOC(=O)N1CCN(S(=O)(=O)c2ccc(OC)c(C(=O)N3CCCCC3)c2)CC1 | 22 | 2 | -3 | 9 | -6 | -15 | 2 | -5 | -6
COc1ccccc1N(C(=O)c1snc(C(N)=O)c1N)C(C(=O)NC1CCCC1)c1ccc2ncccc2c1 (stereo unspecified) | 7 | 2 | -1 | 25 | 0 | -21 | 2 | 7 | -2
O=C1NC(=S)N/C1=C/c1cccn1-c1ccc([N+](=O)[O-])cc1 | -22 | 0 | -2 | 8 | 11 | -1 | 1 | -3 | -5
CCOC(=O)c1c(C2COc3ccccc3O2)csc1NC(=O)c1ccccc1 (stereo unspecified) | -1 | 4 | 2 | 0 | -1 | 4 | 1 | 5 | -4
CCOC(=O)N1CCC(NC(=O)c2cc(C(=O)NCC(OC)OC)ccc2CO)CC1 | -1 | 4 | -2 | -1 | -2 | 7 | 0 | 3 | -1
COc1ccc(/C=N/NC(=O)c2ccc(=O)n(C)c2)cc1OC | -2 | 4 | -2 | -4 | 4 | 2 | 1 | 3 | -3
C#CCOCCOCCOCCNc1nc(N2CCN(C(=O)[C@H](CCCCN)n3cc(CCC(=O)O)nn3)CC2)nc(N2CCN(C(=O)[C@H](CCCCN)n3cc(CC(C)O)nn3)CC2)n1 (stereo partly specified) | 2 | 19 | 3 | 11 | 6 | -16 | 0 | -10 | -3
CN1CCN(C(=O)CCCN2C(=O)/C(=C/c3ccc(Cl)cc3)SC2=S)CC1 | 12 | / | 4 | -11 | -9 | 24 | 11 | 1 | -5
O=C1C2C3CCC(C3)C2C(=O)N1c1ccc2ccccc2c1 (stereo unspecified) | 3 | 3 | 0 | -3 | -4 | 2 | 2 | 2 | -4
CC(C)(C)c1ccc(NC(=O)c2cc(C3CCCN(C(=O)CCc4ccccc4)C3)on2)cc1 (stereo unspecified) | 11 | 1 | 2 | 17 | -5 | -5 | 5 | -12 | 10
COc1ccc(NC(=O)C(=O)NCCC2CCCCN2S(=O)(=O)c2ccc(F)cc2)cc1 (stereo unspecified) | 3 | 3 | -2 | -7 | -4 | 18 | 3 | -6 | -4
CCOC(=O)c1ccccc1NC(=O)N1CCn2c(C)ccc2C1CC (stereo unspecified) | -2 | 1 | -4 | 1 | -8 | 2 | 1 | -2 | -5
COc1ccc(CN2CCN(CCCCOc3ccc(Cl)cc3)CC2)c(OC)c1OC | 9 | 9 | -6 | -9 | -12 | 9 | 9 | 6 | -8
COc1cccc(Cn2c(=O)c3[nH]cnc3n(-c3ccccc3C)c2=O)c1 | 2 | -1 | 0 | -3 | -2 | 7 | 1 | 3 | -6
CCOC(=O)N1CCN(C(=O)C2CC(c3ccc(F)cc3)=NO2)CC1 (stereo unspecified) | -2 | 1 | 1 | -1 | -3 | 0 | 0 | -1 | -4
CC1=NN(C(N)=S)C(=O)C1N=Nc1ccccc1C(=O)O (stereo unspecified) | 11 | 1 | -1 | 1 | -3 | -3 | -1 | -2 | 0
Cc1cccc(NC(=O)c2cc(S(=O)(=O)NCc3ccco3)ccc2F)c1C | 8 | 5 | -1 | 12 | -3 | -7 | 1 | 15 | -4
NC(=O)C1CCN(C(=O)CN(c2cccc(Cl)c2)S(=O)(=O)c2ccccc2)CC1 | 6 | 1 | -3 | 1 | -1 | 3 | 0 | -9 | 2
CN(C)S(=O)(=O)c1ccc(NC(=O)CSc2n[nH]c(=O)n2C2CC2)cc1 | 13 | 3 | -3 | -4 | 2 | 15 | 0 | 9 | -4
Cc1ccc(Nc2c3c(nc4ccccc24)CCC3)cc1 | 7 | -1 | -7 | 1 | 3 | -10 | 6 | 1 | -4
Cc1csc(=O)n1CCC(=O)OCC(=O)N(CC(C)C)c1c(N)n(Cc2ccccc2)c(=O)[nH]c1=O | -6 | 2 | 3 | 6 | 1 | -2 | 1 | 1 | -4
O=C(Nc1ccnn1C1CCN(C(=O)c2ccccc2C(F)(F)F)CC1)C1CC1 | -11 | 6 | -4 | 2 | 3 | -5 | 3 | 3 | -3
Cc1cc(C)c(OCCn2ccnc2)c(C)c1 | 7 | 1 | -2 | -1 | 1 | -10 | 1 | -3 | -8
COc1ccc(-c2csc(C(C)(NC(C)=O)c3ccccc3)n2)cc1 (stereo unspecified) | -8 | 0 | 0 | 0 | -2 | -1 | 1 | -2 | -3
O=C(O)C1CCN(C(=O)c2ccccc2N2C(=O)[C@@H]3Cc4c([nH]c5ccccc45)C(c4cccc(Cl)c4)N3C2=O)CC1 (stereo partly specified) | 4 | 0 | 1 | 6 | -1 | -12 | 0 | 1 | -1
COc1ccccc1NC(=S)N1CCN(c2ccccn2)CC1 | 3 | 1 | -2 | 0 | -5 | 0 | 1 | 3 | -5
COc1ccc(C(=O)OCCN2C(=O)c3ccccc3C2=O)cc1 | -1 | 11 | 1 | 2 | -3 | -19 | 14 | -6 | -1
CCCCN(C)C(=O)c1ccc(CS(=O)(=O)c2ccccc2C)o1 | -3 | 11 | 0 | 11 | 2 | -9 | 3 | -13 | -2
O=C(Cn1c(CC(=O)N2CCOCC2)nc2ccccc21)Nc1ccc2c(c1)OC(F)(F)O2 | 1 | 5 | -4 | 8 | -4 | -7 | 3 | 7 | -2
Cn1c(N)c(C(=O)COC(=O)C2(c3ccc(Cl)cc3)CCCC2)c(=O)n(C)c1=O | 10 | 11 | 1 | 4 | 0 | -2 | 1 | -2 | -3
COc1ccccc1OCCNC(=O)CCC(=O)N1CCOCC1 | 2 | 2 | -4 | 8 | -6 | -21 | 1 | -28 | 1
C=CCc1ccccc1OCC(O)CNC(C)C (stereo unspecified) | 1 | 2 | 0 | 3 | -1 | -33 | 1 | -8 | -7
Cc1ccc(O)c(-n2nc3ccccc3n2)c1 | -13 | 10 | -2 | 4 | 0 | -5 | 0 | -6 | -1
COc1ccc(OC)c(NC(=O)C(=O)/C=C(\O)c2cc(OC)ccc2OC)c1 | 0 | 0 | -1 | 7 | -1 | -10 | 1 | 9 | -4
COc1cc(NS(=O)(=O)c2ccc(NC(=S)NC(=O)c3ccco3)cc2)nc(OC)n1 | 0 | 0 | -4 | 3 | 1 | -6 | 0 | 13 | -3
Cc1cccc(OCC(=O)N(Cc2ccc(N(C)C)cc2)C2CCS(=O)(=O)C2)c1 (stereo unspecified) | 12 | 10 | 0 | 17 | -5 | -15 | 1 | -4 | 1
Cc1ccc(NC(=O)COC(=O)c2ccc(F)cc2Cl)c(Br)c1 | -3 | 0 | -5 | -1 | 5 | 5 | 0 | -12 | -5

Look-ups from the entries so far.
M5 antag with COc1cc(NS(=O)(=O)c2ccc(NC(=S)NC(=O)c3ccco3)cc2)nc(OC)n1 → 0
CHRM5 agonist with Cn1c(N)c(C(=O)COC(=O)C2(c3ccc(Cl)cc3)CCCC2)c(=O)n(C)c1=O → 1
M1 antag with Cc1ccc(NC(=O)COC(=O)c2ccc(F)cc2Cl)c(Br)c1 → 5
